14-3-3g Raf: modulators of human 14-3-3 gamma - Raf peptide interaction. FP, 14-3-3gamma / TMR-pS259-Raf peptide binding. inhibition, % at 40 µM. 160,000 compounds, 0.19% hits. AID 422; in the data active = inhibition above about 30%;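 also: 0% = protein plus tracer without compound and 100% = blank with tracer alone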
Target sequence (P61981 whole entry, looked up): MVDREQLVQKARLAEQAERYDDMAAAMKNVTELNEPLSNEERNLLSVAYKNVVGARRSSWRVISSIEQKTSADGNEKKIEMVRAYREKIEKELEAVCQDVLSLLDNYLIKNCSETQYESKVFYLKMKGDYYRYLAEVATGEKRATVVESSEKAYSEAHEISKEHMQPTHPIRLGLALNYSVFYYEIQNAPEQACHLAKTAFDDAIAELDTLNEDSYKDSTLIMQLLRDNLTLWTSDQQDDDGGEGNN
* hit, by the source's call; & = joins results of further samples. An excerpt; count on the stated rates, not on these rows.

Preview:
14-3-3g Raf | structure
-7.6 | Nc1c(C(=O)NCCN2CCOCC2)c2nc3ccccc3nc2n1-c1ccc2c(c1)OCO2
-41.5 | COc1ccc(C2C(C(=O)NCC3COc4ccccc4O3)c3ccccc3C(=O)N2c2ccc(OC)cc2)cc1 (stereo not drawn)
-4.4 | CC1Oc2ccccc2N(CC(=O)NCCc2ccccc2)C1=O (stereo not drawn)
-39.5 | COc1ccc(Nc2ncnc3c2cnn3-c2ccc(Cl)cc2)cc1Cl
-1.5 | Cc1cc(C(=O)COc2ncnc3sccc23)c(C)n1C1CC1
-6.4 | CN1CCC(OC(=O)c2cc3cc(Br)ccc3oc2=O)CC1

The list itself, from the first entry:
14-3-3g Raf | structure
-7.6 | Nc1c(C(=O)NCCN2CCOCC2)c2nc3ccccc3nc2n1-c1ccc2c(c1)OCO2
-41.5 | COc1ccc(C2C(C(=O)NCC3COc4ccccc4O3)c3ccccc3C(=O)N2c2ccc(OC)cc2)cc1 (stereo not drawn)
-4.4 | CC1Oc2ccccc2N(CC(=O)NCCc2ccccc2)C1=O (stereo not drawn)
-39.5 | COc1ccc(Nc2ncnc3c2cnn3-c2ccc(Cl)cc2)cc1Cl
-1.5 | Cc1cc(C(=O)COc2ncnc3sccc23)c(C)n1C1CC1
-6.4 | CN1CCC(OC(=O)c2cc3cc(Br)ccc3oc2=O)CC1
0.8 | O=C(Cn1cnc2c(nnn2Cc2ccc(Cl)cc2)c1=O)NCc1ccco1
-2.0 | CCOC(=O)CSc1nc2c(sc(=S)n2-c2ccc(C)cc2C)c(=O)[nH]1
-30.7 | COc1ccc(NC(=O)c2noc3c2CCC3)cc1
-4.6 | Cc1cc(C)c(S(=O)(=O)Nc2cc3c4c(oc3c3ccccc23)CCCC4=O)c(C)c1
-2.6 | COc1ccc(-n2nc3cc(C)c(NC(=O)c4cccc(C)c4)cc3n2)cc1Cl
-9.7 | CCOc1cc(C2/C(=C(\O)c3ccc(C)cc3)C(=O)C(=O)N2c2cccnc2)ccc1O (stereo not drawn)
-14.1 | Cc1c(C(=O)N2CCN(c3ccccc3F)CC2)sc2ncn(CC(=O)N3CCC(C)CC3)c(=O)c12
-10.8 | CC(C)C(c1nnnn1Cc1ccccc1)N(Cc1ccco1)Cc1cccs1 (stereo not drawn)
-4.8 | COC(=O)c1cc(S(=O)(=O)N2CCOCC2)c(N2CCOCC2)cc1N1CCOCC1
-0.8 | COC(=O)c1sccc1NC(=O)c1ccc([N+](=O)[O-])cc1Cl
-3.3 | Cc1cc2nc(Cc3cccc(F)c3)c(=O)n(C)c2cc1C
-5.8 | CC1=C(C(=O)Nc2nc3ccccc3s2)C(c2ccccc2)C2=C(CCCC2=O)N1 (stereo not drawn)
-12.8 | COc1cccc(/C=c2\sc3nc(-c4cccs4)nn3c2=O)c1OC
-1.6 | O=C(c1cccs1)N1N=C(c2ccccc2)CC1c1ccc(Cl)cc1 (stereo not drawn)
-6.9 | O=C1CSC(c2cc3c(cc2Br)OCO3)N1C1CCCCC1 (stereo not drawn)
-1.0 | COc1ccc(C2Nc3ccccc3NC3=C2C(=O)CC(C)(C)C3)cc1OC (stereo not drawn)
-3.1 | COc1ccccc1OCCNC(=O)c1ccc(OC)c([N+](=O)[O-])c1
-9.0&-10.5 | COC(=O)c1ccc(CSc2nnc(-c3ccncc3)n2Cc2ccccc2)o1
7.3 | [O-][n+]1onc2c1CCc1nnc(-c3ccccc3)cc1-2
-8.1 | CC1(C)OC2(C)C(O)CC1CC2O (stereo not drawn)
-276.9 | Cc1ccc(C2=NN(S(C)(=O)=O)C(c3cc4ccc(C)cc4nc3Cl)C2)cc1 (stereo not drawn)
-4.8 | COc1ccc(-c2nnc3ccc(SCC(=O)NCC4CCCO4)nn23)cc1 (stereo not drawn)
2.7 | NS(=O)(=O)c1ccc(NC(=O)CSc2nnc3ccccn23)cc1
-5.7 | COc1cc(C2C(C(=O)Nc3ccc(F)cc3)=C(C)Nc3nc(CCCO)nn32)cc(OC)c1OC (stereo not drawn)
6.9 | COc1cccc(Cn2c(Oc3cccc(OC)c3)nc3c2c(=O)n(C)c(=O)n3C)c1
-6.2&-7.5 | COc1ccc(OC)c(S(=O)(=O)N2CCCCCC2)c1
-10.1 | Cc1ccc(S(=O)(=O)N2CCCC2C(=O)NC2=NCCS2)cc1 (stereo not drawn)
-2.2 | CCOc1ccc(NC(=O)CCNS(=O)(=O)c2cccc3nsnc23)cc1
10.7 | O=C(Nc1nc2c(ccc3ccccc32)s1)c1ccco1
3.5 | Cc1ccc(-c2cc(C(F)(F)F)c(C#N)c(SCC(=O)O)n2)cc1
-0.4 | O=C(NCc1ccc(F)cc1)c1c(O)c2cccc3c2n(c1=O)CC3
-3.2&-23.8 | CCn1c(SCC(=O)N2CCCC2)nc2c(c1=O)SC(C)C2 (stereo not drawn)
2.4 | CCCCOn1c(C)c(C(=O)OCC)c2c3no[n+]([O-])c3ccc21
-4.5 | CS(=O)(=O)N(CC(=O)NCc1ccco1)c1ccc(Cl)c(C(F)(F)F)c1
-7.7 | CCOC(=O)N1CCN(CC(=O)c2ccc3c(c2)CCN3)CC1
-15.2 | COc1ccc2nc(C)cc(Nc3ccc(O)cc3)c2c1
-4.0 | O=C(Cn1cnc2ccccc2c1=O)Nc1cccc([N+](=O)[O-])c1
-4.8 | CC1=C(C(=O)OC2CCCC2C)C(c2ccc(N(C)C)cc2)NC(=S)N1 (stereo not drawn)
-13.0 | Cc1ccc(-n2c(=O)c3c4c(sc3n(CC(=O)NCCc3ccc(S(N)(=O)=O)cc3)c2=O)CCC4)cc1C
1.8 | O=C(CCS(=O)(=O)Cc1cccc(Cl)c1)NCCc1ccc(Cl)cc1
-10.9 | C=CCc1c(C)[nH]c2ccc(Br)cc2c1=S
-29.2 | CCCCOc1ccc(-c2c(C#N)c(N)nc(SCC(N)=O)c2C#N)cc1
-1.7 | O=C(Nc1ccc(F)cc1)c1ccc(NC(=O)C2CCCO2)cc1 (stereo not drawn)
-14.3 | O=C1CCC(=O)N1CCC1=CCCCC1
-34.1 | O=c1ccc2ccc(Oc3ncnc4scc(-c5ccc(Br)cc5)c34)cc2o1
1.0 | COc1ccc2c(c1)OC(c1ccc(F)cc1)C1=C2Nc2ncnn2C1c1ccc(F)cc1 (stereo not drawn)
-8.3 | CCOC(=O)c1c(NC(=O)c2ccco2)sc(C(=O)Nc2cccc(Cl)c2)c1C
-4.5 | CN(C)C(=O)C(CCN1CCC(O)(c2ccc(Cl)cc2)CC1)(c1ccccc1)c1ccccc1
-6.7 | CCOC(=O)c1ccc(CNC(=O)CSc2nnnn2-c2ccc(Cl)cc2)o1
-17.9&-48.4 | O=C(Nc1ccc2c(c1)OCO2)c1cccs1

(list continues)
14-3-3g Raf | structure
2.9 | CCOC(=O)N1CCC(NC(=O)c2ccc3c(c2)N(C)CCS3)CC1
3.0 | O=C(c1ccc(CS(=O)(=O)c2ccc(Br)cc2)o1)N1CCCCCC1
0.7 | O=C(Cn1c(=O)oc2ccccc21)Nc1ncn[nH]1
-15.6 | COc1ccc(Cl)cc1S(=O)(=O)N1CCN(CCC(=O)Nc2ccccc2F)CC1
-2.4 | COc1ccccc1S(=O)(=O)n1cc(Cc2ccccc2)c(N)n1
-30.2 | Cn1c2ccccc2c2nnc(SCC(=O)Nc3ccc(OC(F)(F)Cl)cc3)nc21
-9.9 | Cn1c(=O)c2c(nc(SCC(=O)N3CCOCC3)n2Cc2ccccc2Cl)n(C)c1=O
-1.2 | O=C(Nc1cccc2nsnc12)c1ccccc1Br
2.3 | O=C(O)CCCCn1c(SCc2ccccc2)nc2ccsc2c1=O
-2.3 | CCC(C)NC(=O)Cn1c(=O)n(-c2ccc(Cl)cc2)c(=O)c2c3c(sc21)CCCC3 (stereo not drawn)
-2.3 | Cc1cc(Nc2ccc(Cl)cc2)c2cccc(C)c2n1
1.2 | O=C1NC(c2ccccc2Cl)Nc2sc3c(c21)CCCC3 (stereo not drawn)
-12.4 | O=C(c1ccccc1Cl)N1CCc2ccccc2C1
-1.5 | Cc1ccc(NC(=O)Cn2nc(C)c3ccccc3c2=O)cc1F
-8.6&-2.7 | CCOC(=O)c1oc2nc(C)c3c(c2c1N)CC(C)(C)OC3
1.3 | COc1ccc(-c2c(C)oc3c(CN4CCCCC4C)c(O)ccc3c2=O)cc1OC (stereo not drawn)
-3.9 | CC1=C(C(=O)OC2CCCCC2)C(c2ccccc2Br)NC(=O)N1 (stereo not drawn)
-17.8 | O=C(c1ccc(-c2ccccc2)cc1)N1CCOCC1
0.1 | COc1ccc(N=C2NC(=O)C(CC(=O)Nc3ccc(OC)cc3)S2)cc1 (stereo not drawn)
-12.7 | Nc1c(S(=O)(=O)c2ccccc2)sc2nc(-c3cccs3)cc(C(F)(F)F)c12
-1.9 | Cc1c(Cl)cccc1NC(=O)c1cc(S(=O)(=O)NCCc2ccccc2)ccc1F
14.3 | COc1ccc(N(CC(=O)Nc2cccc(C)c2C)S(=O)(=O)c2c(C)n[nH]c2C)cc1
-1.9 | CC(C)(C)NC(=O)CN1CCC(O)(c2ccccc2)CC1
0.0 | CCN(CCCNC(=O)COc1cc(=O)n(CC)c2ccccc12)c1ccccc1
-4.6 | COc1ccc(NS(=O)(=O)c2cccc3nonc23)cc1
-33.1 | COC(=O)c1c(C)oc2ccc(N(C(=O)c3ccncc3)S(=O)(=O)c3ccc(C(C)(C)C)cc3)cc12
5.6 | Cc1ccc(-n2c(SCC(N)=O)nc3c(sc4ccccc43)c2=O)cc1
1.8 | CCCCCOC(=O)C1=C(C)Nc2nnnn2C1c1cc(Br)ccc1OC (stereo not drawn)
-5.1 | Cc1ccc(-c2ccc(=O)[nH]n2)cc1
-31.0 | Nc1ccc(O)c2c1C(=O)c1ccccc1C2=O
-6.8 | O=C(CSc1nc(-c2ccccc2)cc(=O)[nH]1)Nc1ccccc1
5.9 | CC1(C)CC(=O)C(C=NCC(N)=O)=C(O)C1
-44.0 | CCCc1nc(N)c(C#N)c(-c2ccc([N+](=O)[O-])cc2)c1CC
-0.9 | Cc1ccc2c(c1)N(C(C)C(=O)NCCc1ccccc1)C(=O)CO2 (stereo not drawn)
-12.0 | CCC(O)C12CC3CC(CC(C3)C1)C2 (stereo not drawn)
-23.8 | Cc1nn(Cc2ccccc2Cl)c(C)c1NC(=O)c1cc(-c2cccc(Cl)c2)on1
5.9 | Cc1cc(C)nc(N2CCCC(C(=O)NCc3cccs3)C2)n1 (stereo not drawn)
2.5 | CCc1cc(=O)oc2cc(OC(C)=O)cc(OC(C)=O)c12
-29.7 | COc1ccc(-n2c3c(cc(C(=O)Nc4ccccc4F)c2=O)C(=O)CCC3)cc1
0.3 | CCN(CC)c1nc2c(c(=O)n(C)c(=O)n2C)n1Cc1cccc(C)c1
-10.0 | O=C1CC(N2CCN(c3ccccc3)CC2)C(=O)N1c1ccc2c(c1)OCCO2 (stereo not drawn)
-7.1&-10.1 | O=C(CN1c2cccc3cccc(c23)S1(=O)=O)NCc1ccc2c(c1)OCO2
4.7 | CC(C)CCNC(=O)c1cc(-c2cccnc2)nc2ccccc12
-24.3 | COC(=O)c1c(NC(=O)c2ccc(Br)s2)sc2c1CCC2
-7.0 | CC(=O)c1ccc(N2CCN(C(=O)CCS(=O)(=O)c3ccc(Br)cc3)CC2)cc1
-5.0&-9.6 | CCCCNC(=O)CN1C(=O)C(CC)Oc2ccc(Cl)cc21 (stereo not drawn)
-1.1 | CC1CCN(c2oc(-c3ccccc3F)nc2C#N)CC1
-5.8 | O=C(CSc1nc2ccsc2c(=O)n1CC1CCC(C(=O)O)CC1)c1ccc(Cl)cc1 (stereo not drawn)

Pulled by compound from above:
14-3-3g Raf | structure
4.7 | CC(C)CCNC(=O)c1cc(-c2cccnc2)nc2ccccc12
-5.0&-9.6 | CCCCNC(=O)CN1C(=O)C(CC)Oc2ccc(Cl)cc21 (stereo not drawn)
-10.0 | O=C1CC(N2CCN(c3ccccc3)CC2)C(=O)N1c1ccc2c(c1)OCCO2 (stereo not drawn)
-24.3 | COC(=O)c1c(NC(=O)c2ccc(Br)s2)sc2c1CCC2

(continued)
14-3-3g Raf | structure
-4.5 | O=C(O)c1ccc2c(c1)[C@@H]1C=CC[C@@H]1[C@H](c1ccccn1)N2
-8.4 | CC1CCN(S(=O)(=O)c2ccc3c(c2)N(CC(=O)NCCN2CCN(c4ccccc4F)CC2)C(=O)CS3)CC1
3.2 | Cn1c(NC(=O)CC(C)(C)C)cc(=O)n(C)c1=O
1.0 | COc1ccc(C2C=C(c3ccc(I)cc3)Nc3nnnn32)c(OC)c1OC (stereo not drawn)
-8.0 | CC1CCN(CCCNC(=O)CCn2nc(-c3ccc(Cl)cc3)ccc2=O)CC1
2.3 | O=C(COc1nnc2ccccn12)N1CCN(S(=O)(=O)c2ccccc2)CC1
-24.7 | CC(=Cc1nsc(Nc2ccc(Cl)cc2)n1)NC1CC(C)(C)NC(C)(C)C1
-4.9 | CC1CN(S(=O)(=O)c2ccc(NC(=O)c3cc(-c4ccccc4O)n[nH]3)cc2)CC(C)O1 (stereo not drawn)
-7.6 | COc1ccc(C2C(C(=O)Nc3ccc(Br)cn3)=C(C)NC3=C2C(=O)CC(C)(C)C3)c(OC)c1 (stereo not drawn)
-2.9 | O=C(CN1C(=O)c2ccccc2S1(=O)=O)NCc1ccccc1Cl
0.5 | CCOC(=O)C1C(=O)NC(C)C1c1ccccc1 (stereo not drawn)
2.5 | c1ccc(-c2cc(-c3ccccc3)n(-c3cc(N4CCOCC4)ncn3)n2)cc1
-7.5 | COc1ccc(OC)c(NC(=O)CSc2nc3nc(C)cc(C)n3n2)c1
-5.6 | O=C(Nc1nncs1)c1ccccc1I
-4.8 | O=C1C(Nc2ccc(Br)cc2)=C(N2CCCCC2)C(=O)c2ccccc21
-40.8 | Oc1ccc(N=CC=Cc2cccc(Br)c2)cc1-c1nc2ccccc2o1
-7.8 | Brc1cccc(-c2nc3ccccc3[nH]2)c1
-277.0 | CCOC(=O)c1ccc(N=c2oc3ccc4ccccc4c3cc2C(N)=O)cc1
-9.8 | O=C(Cn1c(=S)[nH]c2ccccc2c1=O)NCCCN1CCOCC1
4.3 | CCCCCSc1nnc(-c2cc(Br)ccc2N)c(=O)[nH]1
4.8 | COc1ccc(N2CCN(CC(O)COc3ccc(Cl)c(C)c3)CC2)cc1 (stereo not drawn)
1.8 | CCCCN1C(=O)C(O)=C(C(C)=O)C1c1ccc(OC)cc1OC (stereo not drawn)

Screens (PubChem)
